Source: PubChem BioAssay
NR3A LBD binder: modulates the human NR3A ligand-binding domain; 340,000 tested, 2.5% active; NR3A LBD differential scanning fluorimetry, Tm shift; 0% = protein alone, 100% = glycine-bound protein; Tm shift relative to glycine control, % at 25 µM;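 active = melting temperature shift of at least 10% of the positive control shift, at one fixed dose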
SENP8 inh: blocks human SENP8 cleavage of Nedd8 substrate | Q96LD8 | recombinant SENP8, Nedd8 substrate fluorescence | inhibition, % at 20 µM | 360,000 tested, 0.64% active | AID 602440; in the data active = inhibition mostly above about 40%, no sharp cut-off; inactive = mostly below about 27%
Target sequence (Q96LD8 whole entry, looked up): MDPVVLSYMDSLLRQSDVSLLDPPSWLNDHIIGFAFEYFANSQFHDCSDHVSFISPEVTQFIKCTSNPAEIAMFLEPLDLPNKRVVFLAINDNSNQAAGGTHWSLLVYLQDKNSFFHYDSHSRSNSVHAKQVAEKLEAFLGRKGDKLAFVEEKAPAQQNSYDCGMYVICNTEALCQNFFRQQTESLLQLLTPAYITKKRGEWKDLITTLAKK
SENP7 inh: blocks the human protease SENP7; Q9BQF6; recombinant SENP7, Z-RLRGG-aminoluciferin luminescence, 40 min; inhibition, % at 5 µM; 330,000 tested, 1.5% active;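 active = inhibition above about 50% at the single test dose, limit read from the data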;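 also: plate controls were DMSO with enzyme for no effect and no enzyme buffer wells for full effect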
Target sequence (Q9BQF6 706-1050 limits assumed): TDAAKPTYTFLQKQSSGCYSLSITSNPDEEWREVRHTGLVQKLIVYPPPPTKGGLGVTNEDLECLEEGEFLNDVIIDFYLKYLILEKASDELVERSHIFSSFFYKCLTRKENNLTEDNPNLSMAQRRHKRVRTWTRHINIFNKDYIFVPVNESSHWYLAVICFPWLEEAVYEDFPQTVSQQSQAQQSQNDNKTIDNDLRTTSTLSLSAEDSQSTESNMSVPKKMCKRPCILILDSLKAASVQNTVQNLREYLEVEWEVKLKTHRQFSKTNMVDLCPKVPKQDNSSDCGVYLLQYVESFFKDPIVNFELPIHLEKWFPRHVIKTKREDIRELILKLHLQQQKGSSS
HKDC1 inh: inhibitors of human hexokinase HKDC1. 340,000 tested, 0.16% active. Q2TB90. inhibition, % at 20 µM. recombinant HKDC1, G6PDH/diaphorase resazurin coupled fluorescence;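 active = inhibition above about 35% when tested at 20 µM, limit read from the data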;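 also: plate controls were DMSO wells with enzyme for no effect and DMSO wells lacking enzyme for full effect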
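test system = in-house recombinant HK5 (HKDC1) enzyme | amount = HKDC1 at 5 µg/mL | control set = DMSO-enzyme wells negative, buffer-substituted wells positive | compound = one dose of 20 µM, 1% DMSO | schedule = reaction time 90 min, room temperature, protected from light | technique = resorufin fluorescence at 613 nm | reagent = glucose with 1 mM ATP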
MPTP block: permeability transition pore inhibition | isolated mouse mitochondria, Ca2+ swelling absorbance, 30 min | AID 602449 | inhibition, % at 10 µM | 360,000 tested, 1.4% active;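 active = inhibition of 50% or more, scaled per plate between neutral and stimulator controls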;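 also: 0% = DMSO wells given calcium and 100% = 1 mM EGTA wells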
PfGluPho inh: PfG6PD (Plasmodium falciparum) enzyme inhibition. PfGluPho enzyme, NADPH resazurin-diaphorase fluorescence. inhibition, % at 20 µM. 350,000 tested, 0.78% active;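 active = inhibition reaching at least a set limit at 20 µM in the primary screen, cut at about 59% in these data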;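 also: 0% = DMSO wells with substrate and 100% = DMSO wells lacking glucose-6-phosphate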
ATG4B inhibitor: ATG4B (human) cysteine protease inhibition | Q9Y4P1 | ATG4B cleavage of LC3-PLA2, NBD-HPC fluorescence, 1 h | inhibition, % at 8.33 µM | 340,000 tested, 0.51% active; in the data active = inhibition above about 40%
SENP6 inh: SENP6 protease inhibition; 330,000 tested, 1.8% active; inhibition, % at 10 µM; AID 2599; Recombinant SENP6 catalytic domain, aminoluciferin luminescence;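 active = inhibition above about 50% at the single tested dose, limit read from the data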;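 also: plate controls were DMSO wells with enzyme for no effect and DMSO wells lacking enzyme for full effect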
Target sequence (Q9GZR1 628-1112 limits assumed): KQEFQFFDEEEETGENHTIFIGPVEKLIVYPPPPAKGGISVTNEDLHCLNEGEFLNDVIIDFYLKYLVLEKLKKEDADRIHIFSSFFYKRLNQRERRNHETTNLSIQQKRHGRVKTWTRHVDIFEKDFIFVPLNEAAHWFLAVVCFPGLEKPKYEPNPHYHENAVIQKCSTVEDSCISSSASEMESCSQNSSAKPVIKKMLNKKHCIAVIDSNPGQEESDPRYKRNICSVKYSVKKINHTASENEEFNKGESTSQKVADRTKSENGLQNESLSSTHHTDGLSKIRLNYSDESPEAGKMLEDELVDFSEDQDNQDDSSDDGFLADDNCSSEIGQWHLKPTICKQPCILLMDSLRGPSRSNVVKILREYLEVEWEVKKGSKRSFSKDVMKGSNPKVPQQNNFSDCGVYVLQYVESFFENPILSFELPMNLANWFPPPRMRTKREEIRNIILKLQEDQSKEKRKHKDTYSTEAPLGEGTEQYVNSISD
* hit, by the source's call. Outcome played no part in choosing rows (roughly 6.9% active in at least one column).

The first 3 compounds as a preview:
`COC(=O)CNC(=O)C1CCCN1C(=O)CNC(=O)OCc1ccccc1` (stereo not drawn) gave NR3A LBD binder 0.6, SENP8 inh 11.4, SENP7 inh -0.5, HKDC1 inh -2.9, MPTP block 0.8, PfGluPho inh -1.9, ATG4B inhibitor -0.1 and SENP6 inh 1.2.
`COc1ccc(NC(=O)NCCCN2CCN(c3ccccc3F)CC2)cc1` gave NR3A LBD binder -1.6, SENP8 inh 20.7, SENP7 inh -0.1, HKDC1 inh -4.0, MPTP block -0.2, PfGluPho inh 4.4, ATG4B inhibitor -1.8 and SENP6 inh -12.7.
Screening COc1ccc(C(=O)Nc2ncc3c(n2)CC(c2ccco2)CC3=O)cc1 (stereo not drawn) returned NR3A LBD binder 2.9, SENP8 inh 9.1, SENP7 inh 2.2, HKDC1 inh -3.3, MPTP block -0.7, PfGluPho inh 7.3, ATG4B inhibitor -5.5 and SENP6 inh -8.5.

The listing, from the first entry:
`COC(=O)CNC(=O)C1CCCN1C(=O)CNC(=O)OCc1ccccc1` (stereo not drawn) gave NR3A LBD binder 0.6, SENP8 inh 11.4, SENP7 inh -0.5, HKDC1 inh -2.9, MPTP block 0.8, PfGluPho inh -1.9, ATG4B inhibitor -0.1 and SENP6 inh 1.2.
`COc1ccc(NC(=O)NCCCN2CCN(c3ccccc3F)CC2)cc1` gave NR3A LBD binder -1.6, SENP8 inh 20.7, SENP7 inh -0.1, HKDC1 inh -4.0, MPTP block -0.2, PfGluPho inh 4.4, ATG4B inhibitor -1.8 and SENP6 inh -12.7.
Screening COc1ccc(C(=O)Nc2ncc3c(n2)CC(c2ccco2)CC3=O)cc1 (stereo not drawn) returned NR3A LBD binder 2.9, SENP8 inh 9.1, SENP7 inh 2.2, HKDC1 inh -3.3, MPTP block -0.7, PfGluPho inh 7.3, ATG4B inhibitor -5.5 and SENP6 inh -8.5.
For O=C(O)c1cc(-c2c[nH]c3ccccc23)nc2cc3ccccc3cc12 the results were SENP8 inh -410.2, SENP7 inh -7.3, MPTP block 1.3 and SENP6 inh -13.4.
NC(=O)c1ccccc1O was read as NR3A LBD binder 3.1, SENP8 inh -104.2, SENP7 inh -1.5, HKDC1 inh -5.1, MPTP block -0.2, PfGluPho inh 13.7, ATG4B inhibitor -7.5 and SENP6 inh -0.7.
`O=C(C1=C(O)C(=O)N(CCCn2ccnc2)C1c1ccccc1)c1ccco1` (stereo not drawn) gave NR3A LBD binder 0.3, SENP8 inh 3.2, SENP7 inh 2.7, HKDC1 inh 2.0, MPTP block -0.5, PfGluPho inh -2.0, ATG4B inhibitor 1.1 and SENP6 inh -9.1.
`Clc1ccc(C2=CSC3=NCCN23)c(Cl)c1` gave NR3A LBD binder -0.1, SENP8 inh 9.7, SENP7 inh -2.8, HKDC1 inh 0.8, MPTP block 1.2, PfGluPho inh 16.0, ATG4B inhibitor -8.2 and SENP6 inh -7.9.
Screening Cc1cccc(N(C(=O)CNC(=O)c2ccco2)C(C(=O)NC2CCCC2)c2cccnc2)c1 (stereo not drawn) returned NR3A LBD binder 0.7, SENP8 inh 17.3, SENP7 inh 5.6, HKDC1 inh 1.7, MPTP block -0.9, PfGluPho inh 8.0, ATG4B inhibitor -11.9 and SENP6 inh 12.0.
Screening COc1cc(C(=O)OCC(=O)N2CCCC2)cc(OC)c1OC returned NR3A LBD binder -0.9, SENP8 inh 15.1, SENP7 inh -6.5, HKDC1 inh -4.5, MPTP block -3.2, PfGluPho inh -15.7, ATG4B inhibitor 3.0 and SENP6 inh -16.2.
For O=C(Cn1c(-c2ccccn2)nc2ccccc21)N/N=C/c1cccnc1 the results were NR3A LBD binder -0.6, SENP8 inh -11.6, SENP7 inh 5.2, HKDC1 inh 2.3, MPTP block 0.2, PfGluPho inh -15.7, ATG4B inhibitor 7.4 and SENP6 inh -5.3.
`CCOc1cc(C2NC(=O)NC(C)=C2C(C)=O)cc(Cl)c1OCC(=O)O` (stereo not drawn) gave NR3A LBD binder 2.2, SENP8 inh 10.0, SENP7 inh -5.3, HKDC1 inh -10.3, MPTP block 0.5, PfGluPho inh -5.5, ATG4B inhibitor -1.1 and SENP6 inh -45.0.
O=C1CNC(=S)N1c1nc(-c2ccccc2)cs1 was read as NR3A LBD binder -3.6, SENP8 inh 18.3, SENP7 inh 87.8*, HKDC1 inh -6.2, MPTP block 1.8, PfGluPho inh -16.6, ATG4B inhibitor -0.6 and SENP6 inh 96.1*.
CC(C)(C)c1ccc(C(=O)N2CCC(=O)N(C(CO)Cc3ccccc3)CC2)cc1 (stereo not drawn) was read as NR3A LBD binder -4.7, SENP8 inh 3.8, SENP7 inh 6.6, HKDC1 inh 2.2, MPTP block -1.1, PfGluPho inh -12.9, ATG4B inhibitor -4.4 and SENP6 inh -16.0.
CC1CCCN(CCCNC(=O)c2ccc(N3CCCC3=O)cc2)C1 (stereo not drawn) was read as NR3A LBD binder -0.1, SENP8 inh 10.1, SENP7 inh -2.6, HKDC1 inh -3.5, MPTP block -2.1, PfGluPho inh 6.3, ATG4B inhibitor -11.3 and SENP6 inh 6.0.
COc1ccc(CCNc2oc(COc3ccccc3)nc2C#N)cc1 was read as NR3A LBD binder -1.1, SENP8 inh 16.6, SENP7 inh -0.8, HKDC1 inh -0.6, MPTP block 14.5, PfGluPho inh 16.6, ATG4B inhibitor -0.8 and SENP6 inh -17.6.
Screening CCOCCCn1c(=NC(=O)c2cccs2)c(C#N)cc2c(=O)n3ccccc3nc21 returned NR3A LBD binder 1.2, SENP8 inh -417.3, SENP7 inh 3.7, HKDC1 inh -4.6, MPTP block 0.8, PfGluPho inh 3.6, ATG4B inhibitor 1.9 and SENP6 inh -0.8.
Screening O=C(CN1C(=O)NC2(CCCCC2)C1=O)Nc1cccc(S(=O)(=O)N2CCCC2)c1 returned NR3A LBD binder 0.5, SENP8 inh -4.8, SENP7 inh 2.5, HKDC1 inh 3.5, MPTP block 0.0, PfGluPho inh -14.0, ATG4B inhibitor 8.5 and SENP6 inh -10.3.
O=[N+]([O-])c1ncccc1OCc1ccc(-c2ccccc2)cc1 was read as NR3A LBD binder -6.9, SENP8 inh 17.7, SENP7 inh -0.3, HKDC1 inh -3.6, MPTP block -0.1, PfGluPho inh 19.5, ATG4B inhibitor 8.4 and SENP6 inh -7.8.
For Cc1cc(C)c(C)c(S(=O)(=O)N2CCC(C(=O)N3CCCC3)CC2)c1C the results were NR3A LBD binder -2.5, SENP8 inh 19.1, SENP7 inh 1.6, HKDC1 inh -3.6, MPTP block -0.2, PfGluPho inh -17.7, ATG4B inhibitor -43.3 and SENP6 inh -22.9.
O=C(CCCOc1ccc(Cl)cc1Cl)N/N=C\C1CCCCC1 was read as NR3A LBD binder -11.5, SENP8 inh 13.7, SENP7 inh -0.9, HKDC1 inh 0.6, MPTP block 5.1, PfGluPho inh 30.9, ATG4B inhibitor 21.9 and SENP6 inh -37.4.
For CC(C)[C@H](NC(=O)c1ccccc1)C(=O)NC1CCCCCCC1 the results were NR3A LBD binder 0.5, SENP8 inh 9.3, SENP7 inh -4.0, HKDC1 inh -4.6, MPTP block -0.4, PfGluPho inh -7.7, ATG4B inhibitor 3.7 and SENP6 inh -28.2.
CC(=O)c1cc2c(cc1NC(=O)CSc1nnc(C)s1)OCO2 was read as NR3A LBD binder -0.1, SENP8 inh -422.1, SENP7 inh -11.8, HKDC1 inh 1.0, MPTP block -7.3, PfGluPho inh -4.0, ATG4B inhibitor -10.5 and SENP6 inh 9.4.
Cc1ccccc1C(=O)NNC(=O)CN1C(=O)c2ccccc2C1=O was read as NR3A LBD binder -1.8, SENP8 inh 21.1, SENP7 inh -1.1, HKDC1 inh -8.4, MPTP block 0.6, PfGluPho inh 7.5, ATG4B inhibitor -6.7 and SENP6 inh -1.4.
`Clc1ccc(/C=C\c2nccc3c2[nH]c2ccccc23)cc1` gave NR3A LBD binder 19.9*, SENP8 inh -397.6, HKDC1 inh 17.4, MPTP block 70.4*, PfGluPho inh -1.0 and ATG4B inhibitor 11.4.
Screening CCN(CC)S(=O)(=O)c1cc(NC(=O)CSc2nc3c(cc2C#N)C(=O)CC(C)(C)C3)ccc1C returned NR3A LBD binder -3.7, SENP8 inh 3.1, SENP7 inh 2.9, HKDC1 inh -2.8, MPTP block -7.8, PfGluPho inh -15.1, ATG4B inhibitor 1.7 and SENP6 inh -11.3.
`COc1cccc(C(=O)NC(c2ccccc2)C2CCCC2)c1` (stereo not drawn) gave NR3A LBD binder -2.9, SENP8 inh 18.1, SENP7 inh 2.6, HKDC1 inh 8.5, MPTP block 0.2, PfGluPho inh -6.6, ATG4B inhibitor 9.2 and SENP6 inh -8.0.
For O=C(CN(C(=O)CNC(=O)c1cccs1)c1ccc2c(c1)OCCO2)NC1CCCC1 the results were NR3A LBD binder 0.1, SENP8 inh 12.9, SENP7 inh 1.7, HKDC1 inh 2.6, MPTP block -0.2, PfGluPho inh 2.5, ATG4B inhibitor -14.1 and SENP6 inh 1.3.
`COCCNC(=O)CSc1nc2cc3c(cc2c(=O)n1CCCC(=O)NCc1ccc(OC)cc1)OCO3` gave NR3A LBD binder 3.5, SENP8 inh 10.3, SENP7 inh 5.5, HKDC1 inh 1.4, MPTP block 0.4, PfGluPho inh -7.8, ATG4B inhibitor 3.7 and SENP6 inh -12.1.
For CCCNC(=O)C1CCC(CNS(=O)(=O)c2cccc3nsnc23)CC1 (stereo not drawn) the results were NR3A LBD binder 2.6, SENP8 inh 8.0, SENP7 inh 6.3, HKDC1 inh -1.7, MPTP block -0.6, PfGluPho inh -10.5, ATG4B inhibitor 1.8 and SENP6 inh -3.6.
`CCc1ccc(NC(=O)Nc2ccc3c(c2)CCC3)cc1` gave NR3A LBD binder 6.7, SENP8 inh 13.0, SENP7 inh -7.6, HKDC1 inh -5.7, MPTP block 4.2, PfGluPho inh -9.1, ATG4B inhibitor -2.8 and SENP6 inh -16.3.
For Cc1cccn2c(CN(C)C3CCOC3)c(C(=O)N3CCCCC3)nc12 (stereo not drawn) the results were NR3A LBD binder -1.1, SENP8 inh -9.6, SENP7 inh 6.9, HKDC1 inh -6.9, MPTP block -1.3, PfGluPho inh 3.7, ATG4B inhibitor 12.4 and SENP6 inh 5.2.
`Cc1nn(-c2ccccc2)nc1CNC(=O)C1CCC1` gave NR3A LBD binder 0.4, SENP8 inh 0.4, SENP7 inh 5.0, HKDC1 inh -1.8, MPTP block -0.7, PfGluPho inh -0.1, ATG4B inhibitor 6.7 and SENP6 inh -37.1.
Cc1cc(C)cc(-n2ccnc2SCC(=O)O)c1 was read as NR3A LBD binder -2.7, SENP8 inh 6.7, SENP7 inh -6.1, HKDC1 inh -1.8, MPTP block -1.5, PfGluPho inh -13.7, ATG4B inhibitor -3.7 and SENP6 inh -15.1.
For O=C(NCCc1ccccc1)C1CC(=O)N(CCc2ccccc2)C1 (stereo not drawn) the results were NR3A LBD binder 1.6, SENP8 inh 5.6, SENP7 inh -4.4, HKDC1 inh -5.7, MPTP block 0.3, PfGluPho inh -11.4, ATG4B inhibitor -0.7 and SENP6 inh 11.4.
For Cc1ccc(S(=O)(=O)N2CCC(C(=O)Nc3nnc(COc4ccccc4)s3)CC2)cc1 the results were NR3A LBD binder -3.6, SENP8 inh 16.5, HKDC1 inh -4.0, MPTP block 0.5, PfGluPho inh -20.9 and ATG4B inhibitor 8.2.
Screening COc1cccc(NC(=O)Nc2cc(Cl)ccc2C)c1 returned NR3A LBD binder 21.0*, SENP8 inh 4.1, SENP7 inh -1.3, HKDC1 inh 2.9, MPTP block 91.9*, PfGluPho inh 7.0, ATG4B inhibitor -8.0 and SENP6 inh 2.2.
